Assay outcomes as filed in PubChem BioAssay.
TDP1 cell noCPT = qHTS for Inhibitors of human tyrosyl-DNA phosphodiesterase 1 (TDP1): qHTS in cells in absence of CPT. hit rate 15% among 420,000. Potency, µM (series often up to 46.2 µM), inactives show top-dose activity change, negative = growth inhibition, most hits filed as inhibitors. DT40 Tdp1-/- hTDP1 cells, no CPT, ATP luminescence, 48 h; further: nearly all actives have a fitted effect of over 55% in size
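Camptothecin absent (DMSO only). Human TDP1-complemented DT40 knockout cells, 400 cells/well, 37 °C for minimum 48 hr; ATP measured via CellTiter-Glo, 30 min dark incubation, luminescence.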
TDP1 inh = qHTS Assay for Inhibitors of Tyrosyl-DNA Phosphodiesterase (TDP1); Tyrosyl-DNA phosphodiesterase 1 (Homo sapiens), Q9NUW8; recombinant TDP1, AlphaScreen DNA substrate cleavage; hit rate 0.28% among 350,000; AID 485290, 2010; Potency, µM (highest dose often 130 µM), without a hit: at the top dose activity change, negative = inhibition, usual class: inhibitors; further: nearly all actives have a fitted effect of over 40% in size
Target sequence (Q9NUW8 whole entry, looked up): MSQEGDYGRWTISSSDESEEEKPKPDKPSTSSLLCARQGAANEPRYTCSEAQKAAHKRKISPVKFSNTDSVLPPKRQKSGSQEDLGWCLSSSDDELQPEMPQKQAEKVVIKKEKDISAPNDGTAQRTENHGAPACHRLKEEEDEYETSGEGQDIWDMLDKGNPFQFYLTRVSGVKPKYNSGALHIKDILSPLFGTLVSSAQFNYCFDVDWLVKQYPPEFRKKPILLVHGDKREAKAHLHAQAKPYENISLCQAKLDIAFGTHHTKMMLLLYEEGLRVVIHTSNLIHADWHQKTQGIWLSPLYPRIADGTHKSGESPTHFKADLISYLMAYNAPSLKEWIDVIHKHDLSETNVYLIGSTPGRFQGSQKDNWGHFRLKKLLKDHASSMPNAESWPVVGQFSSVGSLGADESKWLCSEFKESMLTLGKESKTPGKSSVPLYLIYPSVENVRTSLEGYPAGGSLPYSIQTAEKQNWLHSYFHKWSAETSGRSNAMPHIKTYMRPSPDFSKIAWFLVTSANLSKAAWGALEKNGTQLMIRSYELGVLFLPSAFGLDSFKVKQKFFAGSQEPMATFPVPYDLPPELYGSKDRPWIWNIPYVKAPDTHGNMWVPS
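Recombinant E. coli-expressed Tdp1 (1 nM) preincubated with compound 15 min at RT, then 5'-biotin/3'-phosphotyrosine-FITC DNA substrate (15 nM) added for 5 min. AlphaScreen beads (10 ug/ml) added, 10 min RT; tyrosine-FITC cleavage read as signal loss.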
KAT2A inh = qHTS Assay for Inhibitors of GCN5L2; hit rate 0.21% among 390,000; GCN5L2 HAT assay, ThioGlo1 CoA-SH fluorescence; Histone acetyltransferase KAT2A (Homo sapiens), Q92830; AID 504327, 2011; Potency, µM (titrated, usually from 58.9 µM), inactives show at the highest dose activity change, negative = inhibition, usual class: inhibitors
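ThioGlo1-coupled HAT assay: 20nM GCN5L2, 70uM acetyl-CoA, 75uM H3(1-25) peptide, pH 7.5. Fluorescence read at 340/540nm at start and after 20 min at room temperature.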
Starred values were filed as active, the others as inactive; & = joins results of further samples; [ ] = dose if it differs, or a comment. The call rests on the fitted dose curve; in most records, active means well fitted curve in the direction sought with a large enough effect; inconclusive means small, poorly fitted or top-dose-only effect, or another doubt; inactive means no such curve, though single readings can be large; an effect the other way counts as inactive or inconclusive. On the % scale 0 is the no-effect control and ±100 the full control effect; potency means the concentration at half of the fitted maximal effect.

`Cc1ccc(S(=O)(=O)/N=C/c2c(O)ccc3ccccc23)cc1` gave TDP1 cell noCPT -23%, TDP1 inh 4% and KAT2A inh -15%.
COc1ccc(Nc2ccc3cc(S(=O)(=O)N4CCCC4)ccc3n2)cc1Cl was read as TDP1 cell noCPT 21µM*, TDP1 inh 3% and KAT2A inh 37%[activator].
Cc1ccc(NS(=O)(=O)c2ccc3c(c2)CC(=O)N3)cc1F was read as TDP1 cell noCPT 4%, TDP1 inh 0% and KAT2A inh 1%.
`C/C(N)=C(/C#N)C(=O)CSc1nnc(Nc2cccc(C)c2C)s1` gave TDP1 cell noCPT -14%&-29%, TDP1 inh -3% and KAT2A inh -8%.
Screening O=C(Nc1ccc2c(c1)CCC2)c1ccccc1 returned TDP1 cell noCPT 16µM*, TDP1 inh -3% and KAT2A inh -2%.
For CCOc1ccc(-c2cc(-c3nc(-c4ccc(OC)c(OC)c4)no3)[nH]n2)cc1 the results were TDP1 cell noCPT 6.5µM*, TDP1 inh 0% and KAT2A inh -11%.
Screening Cc1nnc(N2C(=O)C(=O)/C(=C(/O)c3ccc4c(c3)CC(C)O4)C2c2ccccc2F)s1 (stereo unspecified) returned TDP1 cell noCPT 5%, TDP1 inh 1% and KAT2A inh -5%.
`CC(=O)Nc1ccc(-c2sc(Nc3cccc4ccccc34)n[n+]2-c2ccccc2)cc1` gave TDP1 cell noCPT -12% and KAT2A inh -1%.
CCOC(=O)c1sc2cccc(F)c2c1S(=O)(=O)N1CCN(c2cccc(Cl)c2)CC1 was read as TDP1 cell noCPT inconclusive, TDP1 inh -1% and KAT2A inh -14%.
Screening NC(=O)CC(NC(=O)Cc1cccc2ccccc12)c1ccc(NCCc2ccc(F)cc2)c([N+](=O)[O-])c1 (stereo unspecified) returned TDP1 cell noCPT inconclusive, TDP1 inh 6% and KAT2A inh -21%.
CCCC(C)C(=O)Nc1nc(C)c(-c2csc(Nc3ccccc3OC)n2)s1 (stereo unspecified) was read as TDP1 cell noCPT 23µM*, TDP1 inh 8% and KAT2A inh -10%.
Screening Cc1nc(-c2ccc(Cl)cc2)sc1CCNC(=O)c1cccs1 returned TDP1 cell noCPT inconclusive, TDP1 inh 1% and KAT2A inh 9%.

The list goes on, starting with the last 2 of the part before.
CCCC(C)C(=O)Nc1nc(C)c(-c2csc(Nc3ccccc3OC)n2)s1 (stereo unspecified) was read as TDP1 cell noCPT 23µM*, TDP1 inh 8% and KAT2A inh -10%.
Screening Cc1nc(-c2ccc(Cl)cc2)sc1CCNC(=O)c1cccs1 returned TDP1 cell noCPT inconclusive, TDP1 inh 1% and KAT2A inh 9%.
Screening COCCn1c(SCc2cccc([N+](=O)[O-])c2)nc2ccccc2c1=O returned TDP1 cell noCPT inconclusive and KAT2A inh -11%.
`Cc1ccc(-c2noc(-c3ccc(NC4CCCC4)c([N+](=O)[O-])c3)n2)cc1` gave TDP1 cell noCPT -15%, TDP1 inh 3% and KAT2A inh -5%.
For Cc1ccc(/C=N/NC(=O)c2ccoc2C)s1 the results were TDP1 cell noCPT -29%, TDP1 inh 0% and KAT2A inh -3%.
O=Cc1c(NCc2ccccc2Cl)c2ccccc2[nH]c1=O was read as TDP1 cell noCPT 2% and KAT2A inh -6%.
COc1ccc(-n2cnc3ccccc3c2=O)c([N+](=O)[O-])c1 was read as TDP1 cell noCPT 15% and KAT2A inh -7%.
For CC(=O)Nc1ccc(N/C(N)=N/c2nc(C)cc(C)n2)cc1 the results were TDP1 cell noCPT inconclusive, TDP1 inh 0% and KAT2A inh -5%.
For CC(C)NC(=O)NNC(=O)c1nn(-c2ccc(F)cc2)ccc1=O the results were TDP1 cell noCPT 15%, TDP1 inh 4% and KAT2A inh 0%.
`COc1cc(CO)ccc1OCc1ccc(Cl)nc1` gave TDP1 cell noCPT 14% and KAT2A inh -2%.
Cc1c(CCOC(=O)CC23CC4CC(CC(C4)C2)C3)sc[n+]1Cc1ccccc1 was read as TDP1 cell noCPT 1.8µM*, TDP1 inh 2% and KAT2A inh -3%.
Screening Cc1cc(Nc2ccccc2)nn1C(=O)c1ccc(Br)cc1 returned TDP1 cell noCPT inconclusive, TDP1 inh 2% and KAT2A inh 1%.
For CC(=O)N=c1sccn1CC(O)c1ccccc1 (stereo unspecified) the results were TDP1 cell noCPT 2% and KAT2A inh 32%.
COc1cc(OC)cc(C(=O)Nc2ccccc2-c2nc3ccccc3s2)c1 was read as TDP1 cell noCPT 5.8µM*, TDP1 inh -5%[12.3 µM] and KAT2A inh 0%.
For Cc1ccc(C(=O)CSc2nnc3ccccn23)c(C)c1 the results were TDP1 cell noCPT 0%, TDP1 inh -3% and KAT2A inh 2%.
`COc1ccc(NC(=O)Cn2c(C)c3cnn(-c4ccccc4)c(=O)c3c2C)c(OC)c1` gave TDP1 cell noCPT -18%, TDP1 inh 5% and KAT2A inh -1%.
Screening Cc1[nH]c(=O)c(S(=O)(=O)c2ccccc2)c(C)c1Cl returned TDP1 cell noCPT 10% and KAT2A inh 1%.
Cn1cnnc1SCC(=O)Nc1cc(S(=O)(=O)N2CCCCC2)ccc1Cl was read as TDP1 cell noCPT 11%, TDP1 inh 6% and KAT2A inh -2%.
Screening Cc1ccc2oc(C(=O)NCCC3CCCCO3)c(C)c2c1 (stereo unspecified) returned TDP1 cell noCPT inconclusive, TDP1 inh 2% and KAT2A inh -1%.
For CCC(C(=O)NCc1ccncc1)c1ccccc1 (stereo unspecified) the results were TDP1 cell noCPT -6%, TDP1 inh 3% and KAT2A inh -5%.
For Cn1c(=O)c2c(nc(Oc3ccc(C#N)cc3)n2Cc2ccc(Cl)cc2Cl)n(C)c1=O the results were TDP1 cell noCPT 2%, TDP1 inh 2% and KAT2A inh -11%.
Screening CCCn1c(C(O)c2ccc3c(c2)OCO3)nc2ccccc21 (stereo unspecified) returned TDP1 cell noCPT inconclusive, TDP1 inh 2% and KAT2A inh -7%.
Screening Cc1sc(NC(=O)C2CCCCC2C(=O)O)c(C(N)=O)c1-c1ccc(C(C)(C)C)cc1 (stereo unspecified) returned TDP1 cell noCPT -27%, TDP1 inh 6% and KAT2A inh -12%.
COc1ccc(CN(C(=O)c2ccc(OCC(C)C)cc2)C2CCS(=O)(=O)C2)cc1 (stereo unspecified) was read as TDP1 cell noCPT inconclusive, TDP1 inh 5% and KAT2A inh -3%.
Screening COc1cc(OC)cc(C(=O)Nc2ccccc2S(=O)(=O)N2CCCC2OC(C)=O)c1 (stereo unspecified) returned TDP1 cell noCPT inconclusive and KAT2A inh -3%.
`CN(Cc1ccccc1F)c1nc(-c2cccs2)nc2ccccc12` gave TDP1 cell noCPT inconclusive, TDP1 inh 3% and KAT2A inh -5%.
`COc1ccc(NC(=S)NNC(=O)C2CC2c2ccc(C)cc2)cc1` (stereo unspecified) gave TDP1 cell noCPT -16%, TDP1 inh 10% and KAT2A inh 4%.
O=C(CCCN1C(=O)CCC1=O)Nc1ccc2c(c1)OCO2 was read as TDP1 cell noCPT 1%, TDP1 inh 2% and KAT2A inh -4%.
CC(C)(CO)NCc1c(OCc2ccc(Cl)cc2)ccc2ccccc12 was read as TDP1 cell noCPT inconclusive and KAT2A inh -4%.
Screening CC1CCCCC1NC(=O)COc1ccc(C#N)cc1 (stereo unspecified) returned TDP1 cell noCPT inconclusive, TDP1 inh -1% and KAT2A inh -8%.
`COC(=O)c1cc(S(=O)(=O)NCCCc2ccco2)c[nH]1` gave TDP1 cell noCPT -28%, TDP1 inh 3% and KAT2A inh -2%.
CCOc1cccc2c1OC1(C)CC2NC(=O)N1c1ccc(OC)cc1 (stereo unspecified) was read as TDP1 cell noCPT inconclusive, TDP1 inh 2% and KAT2A inh -15%.
`O=C(NCC1CCCO1)c1ccccc1OCc1ccc(Cl)cc1` (stereo unspecified) gave TDP1 cell noCPT inconclusive, TDP1 inh 1% and KAT2A inh -1%.
For FC(F)(F)c1ccccc1NC(=S)N1CCN(Cc2ccc3c(c2)OCO3)CC1 the results were TDP1 cell noCPT 8%, TDP1 inh 8% and KAT2A inh -1%.
Screening CCC(C)NC(=O)c1ccc2c(Cl)c3c(nc2c1)CCC3 (stereo unspecified) returned TDP1 cell noCPT -18%, TDP1 inh 3% and KAT2A inh -2%.
`CC(=O)c1cccc(CN2CCC(CO)(CCCc3ccccc3)CC2)c1` gave TDP1 cell noCPT 23µM*, TDP1 inh -1% and KAT2A inh -7%.
`CC(=O)c1cccc(NC(=S)N2c3ccccc3CC2C)c1` (stereo unspecified) gave TDP1 cell noCPT -24%, TDP1 inh 0% and KAT2A inh 0%.
`C=CCNC(=O)c1ccccc1NC(=O)c1ccccc1N(C)S(C)(=O)=O` gave TDP1 cell noCPT 6%, TDP1 inh -1% and KAT2A inh 0%.

Structural class, the entries above with a cyano group.
`C/C(N)=C(/C#N)C(=O)CSc1nnc(Nc2cccc(C)c2C)s1` gave TDP1 cell noCPT -14%&-29%, TDP1 inh -3% and KAT2A inh -8%.
For Cn1c(=O)c2c(nc(Oc3ccc(C#N)cc3)n2Cc2ccc(Cl)cc2Cl)n(C)c1=O the results were TDP1 cell noCPT 2%, TDP1 inh 2% and KAT2A inh -11%.
Screening CC1CCCCC1NC(=O)COc1ccc(C#N)cc1 (stereo unspecified) returned TDP1 cell noCPT inconclusive, TDP1 inh -1% and KAT2A inh -8%.

The results go on.
Screening COc1ccccc1-c1nnc(N(C)C(=O)C2CCCO2)s1 (stereo unspecified) returned TDP1 cell noCPT -3%, TDP1 inh 1% and KAT2A inh 0%.
CC1CCN(CCCNC(=O)c2cc3c(=O)n(C)c4ccccc4c3n2C)CC1 was read as TDP1 cell noCPT 33µM*, TDP1 inh -4% and KAT2A inh -4%.
`O=C(Nc1cccc(F)c1)N1CCCC2(CCNCC2)C1` gave TDP1 cell noCPT inconclusive and KAT2A inh -20%.
O=C(NC(=S)NCCN1CCOCC1)c1ccccc1Cl was read as TDP1 cell noCPT -1%, TDP1 inh 2% and KAT2A inh -1%.
For O=S(=O)(N1CCCCC1)N1CCN(c2cc(Cl)ccc2Cl)CC1 the results were TDP1 cell noCPT inconclusive, TDP1 inh -1% and KAT2A inh -8%.
`Cc1ccccc1NC(=S)Nc1cccc2cnccc12` gave TDP1 cell noCPT inconclusive, TDP1 inh -5% and KAT2A inh -2%.
`COc1ccccc1C(=O)Nc1ccnn1C1CCN(Cc2ccccc2OCCO)CC1` gave TDP1 cell noCPT -19%, TDP1 inh 1% and KAT2A inh -1%.
`COc1ccc(C(=O)N=c2sc3c(C)ccc(OC)c3n2C)cc1OC` gave TDP1 cell noCPT 5.8µM* and KAT2A inh 2%.
Screening O=C(CN1C(=O)CSc2ccc(S(=O)(=O)N3CCCC3)cc21)NCc1ccc(F)cc1Cl returned TDP1 cell noCPT -29%, TDP1 inh 3% and KAT2A inh -7%.
For C=C1C(=O)OC2C[C@@]3(C)CCCC(C)C3=CC12 (stereo partly specified) the results were TDP1 cell noCPT 10µM*, TDP1 inh -6%[56.1 µM] and KAT2A inh -5%.
Screening CCN(CCC(=O)O)c1ccccc1 returned TDP1 cell noCPT -9%, TDP1 inh 1% and KAT2A inh -4%.
For COc1ccccc1N1CCN(c2cc(C)nc3nc(C)nn23)CC1 the results were TDP1 cell noCPT -9%, TDP1 inh 5% and KAT2A inh 1%.
`CCC(C)NC(=S)N(Cc1cc2cc(C)ccc2n2nnnc12)CC(C)(C)NC(C)C` (stereo unspecified) gave TDP1 cell noCPT 16µM*, TDP1 inh 6% and KAT2A inh 1%.
Screening Cc1ccc(-c2nnc(Cc3ccc(Cl)cc3)o2)cc1 returned TDP1 cell noCPT inconclusive, TDP1 inh -8% and KAT2A inh -13%.
CCOc1ccc2c3c(c(=O)oc2c1OCC)CCCC3 was read as TDP1 cell noCPT inconclusive, TDP1 inh 0% and KAT2A inh 0%.
Brc1cc2c(cc1/C=N/Nc1nc(N3CCCC3)nc(N3CCOCC3)n1)OCO2 was read as TDP1 cell noCPT 16µM*, TDP1 inh 6% and KAT2A inh -17%.
CN(Cc1ccccc1)S(=O)(=O)c1ccc2c(c1)n(C)c(=O)c(=O)n2C was read as TDP1 cell noCPT 4%, TDP1 inh 2% and KAT2A inh 3%.
`CC(=O)c1ccc(NC(=S)N2CCN(CCN3C(=O)c4cccc5cccc(c45)C3=O)CC2)cc1` gave TDP1 cell noCPT -34%, TDP1 inh -1% and KAT2A inh 2%.
`Cn1nnc2cc(C(=O)NCc3ccc4c(c3)OCO4)ccc21` gave TDP1 cell noCPT -22%, TDP1 inh 2% and KAT2A inh -3%.
Cc1[nH]n(-c2ccccc2)c(=O)c1C=Nc1ccc(S(N)(=O)=O)cc1 was read as TDP1 cell noCPT 3%, TDP1 inh 3% and KAT2A inh -15%.
Cc1nn(C)c(C)c1CN(C)C(=O)c1cc2n(n1)C(C(F)(F)F)CC(c1cccs1)N2 (stereo unspecified) was read as TDP1 cell noCPT 16µM*, TDP1 inh -2% and KAT2A inh 12%.

Only part of the results is shown, so the mix of outcomes need not match the whole.
